NTR1 agonist: NTR1-driven beta-arrestin-GFP spot formation – imaging, U2OS cells, high content, primary screen (AID 493036); P30989; agonist mode; activation, % at 20 µM; 330,000 compounds, 0.17% hits;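 active = activation at or above 40% of the spot to cytoplasm intensity ratio, with at least 20 cells analyzed; inconclusive = wells under 20 cells, flagged as cytotoxic or low count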;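 note: 0% = DMSO without peptide and 100% = 100 nM NTR1 peptide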
Target sequence (P30989 whole entry, looked up): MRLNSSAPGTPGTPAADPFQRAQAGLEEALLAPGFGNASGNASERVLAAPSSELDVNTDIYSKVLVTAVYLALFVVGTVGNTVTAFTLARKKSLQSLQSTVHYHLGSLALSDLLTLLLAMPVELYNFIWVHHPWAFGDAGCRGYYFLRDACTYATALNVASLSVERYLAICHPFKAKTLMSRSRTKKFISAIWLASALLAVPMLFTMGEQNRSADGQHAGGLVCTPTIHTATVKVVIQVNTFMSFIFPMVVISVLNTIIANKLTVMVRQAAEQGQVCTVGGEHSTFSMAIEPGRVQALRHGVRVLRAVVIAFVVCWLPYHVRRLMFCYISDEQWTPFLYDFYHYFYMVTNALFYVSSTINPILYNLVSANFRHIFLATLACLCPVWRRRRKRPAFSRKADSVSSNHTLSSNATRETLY
Rac1 GTP hydrolysis: MgcRacGAP GTPase-activating activity inhibitors, confirmation, biochemical, ADP Hunter fluorescence | MgcRacGAP-stimulated Rac1 GTP hydrolysis, ADP Hunter fluorescence; higher % means a stronger effect; GST-tagged Rac1 F28L mutant substrate | inhibition, % at 30 µM; hits with a dose series show IC50 in µM | 340,000 compounds, 0.6% hits;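 active = first-screen hits whose inhibition reached a set limit at any dose in the follow-up dose series; inconclusive = inhibition above the set first-screen limit but never retested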;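 note: fluorescence reports GDP produced by GAP-driven GTP hydrolysis; strong numbers were not always called active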
Large T inhibition: TAg ATPase/helicase activity blockers – biochemical (AID 1903). SV40 large T antigen ATPase/helicase inhibition assay; higher % means a stronger effect. inhibition, % at 20 µM; hits with a dose series show IC50 in µM. 310,000 compounds, 0.39% hits; in the data active = a potency from the dose series; inconclusive = inhibition mostly from about 32% at the one dose, without a potency; inactive = the rest, 99 in 100 with inhibition below about 32%; note: strong numbers were not always called active
Yfh1-depleted yeast: mitochondrial function rescue without frataxin homolog – Friedreich's ataxia, plus single-dose screen, dose response (AID 1465) | S. cerevisiae Yfh1-off respiration, WST-1 reduction, 72 h; higher fold induction means a stronger effect | one-dose fold induction at 50 µM; EC50 in µM for titrated hits | 220,000 compounds, 0.074% hits;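 active = fold induction of absorbance versus untreated yeast above a set limit, then at least 30% activation at any dose in follow-up; inconclusive = repeats straddling the limit, or above it without dose testing; inactive = fold induction below the set limit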;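 note: activators that raise dye reduction in frataxin-depleted yeast; strong numbers were not always called active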
AID2073: disruptors of CaV2.2 binding to Mint1 – biochemical, HTRF (AID 2073); HTRF protein-protein interaction, Mint1-CaV2.2; higher % means a stronger effect; inhibition, % at 20 µM; hits with a dose series show IC50 in µM; 290,000 compounds, 0.19% hits; in the data active = inhibition mostly above about 51%, no sharp cut-off; inconclusive = no clear call, values can overlap the other calls; inactive = mostly below about 53%; note: some results filed as inactive read as strong as hits
GPR35 arrestin U2OS: inhibition of zaprinast-stimulated GPR35 beta-arrestin translocation – imaging, U2OS, beta-arrestin-GFP, zaprinast agonist, primary screen (AID 2058); U2OS GPR35 beta-arrestin-GFP translocation imaging, zaprinast antagonism; higher % means a stronger effect; inhibition, % at 10 µM, or IC50 in µM where a hit was titrated; 290,000 compounds, 0.052% hits;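 active = inhibition of at least 50% with at least 30 cells and total cytoplasm GFP at most 10,000,000; inconclusive = under 30 cells or total GFP of 10,000,000 plus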
Dengue-2 NS5 capping: Dengue-2 NS5 methyltransferase inhibitors, primary screen, biochemical, confirmation dose response (AID 588689); one-dose inhibition, % at 25 µM; IC50 in µM for titrated hits; Dengue-2 NS5 methyltransferase capping enzyme assay, biochemical; higher % means a stronger effect; 340,000 compounds, 0.3% hits; in the data active = a potency from the dose series; inconclusive = inhibition above about 29% without an active follow-up result
GPR55 beta-arrestin: selective activators of receptor GPR55 – imaging, U2OS cells, beta-arrestin-GFP redistribution, primary screen (AID 1961). activation, % at 10 µM, or EC50 in µM where a hit was titrated. U2OS GPR55 beta-arrestin-GFP redistribution imaging; higher % means a stronger effect. 290,000 compounds, 0.048% hits;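 active = activation above 40% with more than 50 cells counted in the well; inconclusive = wells holding fewer than 50 cells, flagged as toxic or sparse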;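 note: U2OS osteosarcoma cells stably expressing GPR55 and beta-arrestin-GFP; plate controls were DMSO negative control for no effect and LPI positive control for full effect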
GPR55 antagonists: GPR55 antagonists blocking LPI-driven arrestin recruitment, primary screen, imaging, U2OS, beta-arrestin-GFP, LPI agonist (AID 2013). U2OS GPR55 beta-arrestin-GFP translocation imaging, LPI antagonism; higher % means a stronger effect. inhibition, % at 10 µM; hits with a dose series show IC50 in µM. 290,000 compounds, 0.13% hits;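 active = spots per cell inhibited over 60%, with over 100 cells counted and total cytoplasm intensity under 500,000; inconclusive = wells with under 100 cells, flagged as likely toxic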;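 note: U2OS cells stably carrying GPR55 and arrestin-GFP stimulated by 5 µM LPI near EC80; imaged beta-arrestin-GFP aggregate spots per cell after agonist stimulation; plate controls were LPI-stimulated DMSO wells for no effect and DMSO wells without LPI for full effect; some results filed as inactive read as strong as hits; confirmed hits need IC50 under 10 µM and bright autofluorescent wells are also inconclusive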
NTR1 agonist cell count 20 µM: second read-out of NTR1 agonist, no call of its own (marks repeat the call); cell count; measured here: cell count, cytotoxicity flag
Dengue-2 NS5 capping pilot replicate: second read-out of Dengue-2 NS5 capping, no call of its own (marks repeat the call); inhibition, %; measured here: pilot screen replicate inhibition
* = called active by the depositor; i = inactive; ? = inconclusive; / = not tested or not shown.

SMILES	NTR1 agonist	NTR1 agonist cell count 20 µM	Rac1 GTP hydrolysis	Large T inhibition	Yfh1-depleted yeast	AID2073	GPR35 arrestin U2OS	Dengue-2 NS5 capping	GPR55 beta-arrestin	GPR55 antagonists	others
C/C(=N\N=C(/N)SC1CC(=O)N(c2ccccc2)C1=O)c1cccs1 (stereo unspecified)	4.2	57	6%	10%	i	4%	21%	-4%	-0.1%	-2%
COCCn1c(SCC(=O)Nc2ccc3c(c2)OCCO3)nnc1-c1c[nH]c2ccccc12	0.8	78	13%	-1%	i	-5%	0%	2%	-0.2%	12%
Cc1ccc(NC(=O)c2cc(S(=O)(=O)NCCc3ccccc3)ccc2F)cc1Cl	15	58	8%	9%	i	10%	-11%	1%	0.2%	-6%
CC1CCCN(Cc2nc3c(c(=O)n(C)c(=O)n3C)n2CC(N)=O)C1 (stereo unspecified)	-0.7	86	9%	1%	i	6%	8%	0%	-0.3%	-5%	Dengue-2 NS5 capping pilot replicate=0.9
CCC(C)NC(=O)c1cc2c(=O)n3cccc(C)c3nc2s1 (stereo unspecified)	-0.5	75	17%	5%	/	13%	7%	-11%	-0.1%	3%
COc1ccc(/C=C2/C(=O)N(CC3CCCO3)C(=S)N2C)c(OC)c1 (stereo unspecified)	2.7	45	5%	2%	i	-7%	8%	-5%	-0.4%	12%
COCCn1nnnc1C(c1cccc(OC)c1OC)N1CCN(C(=O)c2ccco2)CC1 (stereo unspecified)	-0.4	54	3%	14%	/	10%	1%	0%	0.5%	7%
CN(C)/C=C(/C(=O)c1ccc(Cl)cc1Cl)S(=O)(=O)c1ccccc1	2.1	62	5%	-7%	i	3%	4%	-3%	0.0%	0%
CCC(C)(C)NC(=O)c1cccc(NC(=O)C(C)C)c1	1.7	48	-3%	0%	i	-2%	5%	-13%	-0.3%	0%
COc1ccc(CNC(=O)CCCn2nc(C)c([N+](=O)[O-])c2C)cc1	-0.7	55	9%	7%	i	8%	5%	-10%	0.1%	8%
O=C(Nc1ccon1)c1cccc(S(=O)(=O)N2CCCCC2)c1	0.6	49	-1%	7%	i	-6%	11%	-6%	-0.2%	4%
CNc1nc(Cl)nc(Nc2ccccc2)n1	0.0	41	3%	9%	i	3%	3%	-2%	-0.3%	2%
CCCC/S(CC1CC1(Cl)Cl)=N\S(=O)(=O)c1ccc(C)cc1 (stereo unspecified)	-0.1	58	3%	-5%	i	2%	-1%	-2%	-0.1%	8%
O=C(Nc1ccnn1C1CCN(C/C=C/c2ccc(F)cc2)CC1)C1CCCC1	2.2	60	2%	6%	/	-7%	7%	-6%	-0.1%	12%
CC(C)(CNC(=O)c1ccccc1F)CNC(=O)c1ccccc1F	-0.6	58	6%	8%	/	/	/	3%	/	/
O=C(NN=C1CCCC1)c1ccccc1O	-0.9	53	2%	0%	/	5%	-6%	-11%	-0.2%	2%
COc1cccc(C2C(C(C)=O)=C(O)C(=O)N2Cc2ccco2)c1 (stereo unspecified)	-2.2	77	2%	11%	i	2%	10%	-3%	0.3%	6%
CCCCOc1ccc(C(=O)N/C(=C\c2cccc([N+](=O)[O-])c2)C(=O)OCCC)cc1	2.9	58	1%	0%	/	16%	11%	-1%	0.6%	-2%
CCOC(=O)Cc1cc(=O)n2[nH]c(-c3ccccc3)cc2n1	-0.4	56	10%	7%	i	16%	6%	1%	-0.4%	7%
Cc1cc(=O)[nH]n(CCO)c1=O	3.8	49	-9%	11%	i	14%	-5%	1%	0.1%	-11%
Cc1c(C(=O)N2CCC(Cc3ccccc3)CC2)sc2ncnc(N3CCC(C)CC3)c12	7.8	70	4%	22%	i	42%	-15%	-6%	0.5%	64%
O=C1COc2ccc(C(=O)COC(=O)Cc3ccsc3)cc2N1	0.2	44	-4%	2%	i	5%	-2%	-7%	0.2%	9%
COc1ccc(N2CCN(C(=O)CCCn3c(=O)[nH]c4cc(Cl)ccc4c3=O)CC2)cc1	-1.8	99	13%	15%	i	-7%	-9%	-3%	0.3%	-3%
CC(C)NS(=O)(=O)c1ccc(OCC(=O)Nc2ccc3c(c2)OCCO3)cc1	1.3	49	4%	10%	i	12%	5%	1%	0.0%	5%
O=C1N=C(c2ccccc2)C(c2ccccc2)N1 (stereo unspecified)	-2.6	104	6%	15%	i	9%	-1%	-12%	0.6%	13%
COc1ccc(S(=O)(=O)NCCC(=O)NC(C)c2ccccc2)cc1 (stereo unspecified)	1.7	73	-6%	1%	i	-2%	-4%	-7%	0.3%	19%
CCc1ccccc1NC(=O)C1CCN(C(=O)N2CCOc3ccccc32)CC1	-0.9	69	17%	8%	/	-5%	-1%	-1%	5.6%	-1%
CCOC(=O)N1CCN(c2ncnc3nc[nH]c23)CC1	-1.4	50	4%	-10%	i	-7%	-11%	-2%	0.1%	4%
CC1CCN(C(=O)CSc2nc3[nH]ncc3c(=O)[nH]2)CC1	0.3	51	0%	-1%	i	5%	-20%	-2%	0.9%	2%
CC1CCC(N2CC(=O)N(Cc3ccc4c(c3)OCO4)C(c3ccc(F)cc3)C2=O)CC1 (stereo unspecified)	4.5	69	5%	23%	i	7%	19%	-8%	-0.1%	-3%
COc1ccc(-n2c(=S)[nH]c3cc(C(=O)Nc4ccc(C)c(F)c4)ccc3c2=O)c(OC)c1	1.9	53	8%	-1%	/	2%	-1%	-12%	-0.2%	8%
CC(C)c1ccc(NC(=O)NCc2ccc3c(c2)OCO3)cc1	1.9	63	8%	18%	/	?	8%	3%	0.0%	6%
COc1cccc(CN2C(=O)[C@@H]3Cc4c([nH]c5ccccc45)C(C)(C)N3C2=O)c1	9.8	100	3%	2%	i	/	/	-2%	/	/
Nc1nc2ccccc2n1C(=O)CCc1ccccc1	-2.1	62	4%	4%	i	?	-9%	0%	-0.1%	9%
CCCCNC(=O)CCn1c(=S)[nH]c2cc3c(cc2c1=O)OCO3	0.0	82	14%	-2%	i	-35%	0%	-3%	-0.1%	12%
COc1ccc(/C=C2\SC(=Nc3ccccc3OC)NC2=O)cc1	-0.6	51	-3%	2%	/	14%	0%	-4%	0.2%	7%
CCCC(O)(c1ccc(OC)cc1)C(CN(C)C)c1ccccc1 (stereo unspecified)	-1.0	58	0%	2%	i	-2%	6%	2%	0.0%	9%
c1coc(-c2nnc(NC3=NCCC3)o2)c1	0.9	51	-2%	17%	i	-4%	-5%	7%	0.2%	5%
CCN1CCN(c2nc3c(c(=O)[nH]c(=O)n3C)n2Cc2ccccc2)CC1	-0.5	70	7%	8%	/	-6%	3%	7%	-0.2%	-1%
Cc1ccc(S(=O)(=O)N2CCN(C(=O)CSc3nnnn3C)C2)cc1	1.4	73	-1%	1%	i	0%	13%	2%	0.2%	5%
COc1ccc(C(=O)CSc2nnc(C(CO)NC(=O)c3ccc(OC)cc3)n2C)cc1 (stereo unspecified)	0.0	47	14%	2%	i	-6%	-2%	-7%	0.2%	-3%
c1ccc2nc(N3CCOCC3)cnc2c1	0.7	40	10%	-4%	/	-4%	-10%	-5%	-0.1%	-2%
COc1ccc(/C=C\c2nc(O)c([N+](=O)[O-])c(=O)[nH]2)cc1O	0.3	70	10%	6%	/	5%	5%	3%	-0.1%	11%
C/C(=N\NC(=O)c1ccc(OC2CCCC2)cc1)c1ccc(O)cc1	1.4	53	11%	23%	/	10%	-3%	-2%	-0.1%	3%
COc1ccc(C2C(=O)c3ccccc3C2=Nc2ccc(Br)cc2)cc1 (stereo unspecified)	5.7	67	9%	1%	/	/	/	-13%	/	/
CN1CCN(C(=O)c2ccc(N(Cc3ccc(Cl)cc3)S(C)(=O)=O)cc2)CC1	0.0	44	4%	0%	i	-1%	0%	3%	-0.2%	1%
COc1ccc(CN(Cc2cccn2C)S(=O)(=O)c2ccc(C)cc2)cc1	2.5	51	11%	10%	i	-3%	-11%	2%	-0.2%	6%
CCC(=O)Nc1nc(-c2ccccc2)ns1	1.2	87	0%	4%	i	9%	-2%	4%	-0.3%	5%	Dengue-2 NS5 capping pilot replicate=-2.1
CCCN1C(=O)C2(C(C(=O)c3ccc(C)o3)=C(O)C(=O)N2CCCOC)c2ccccc21 (stereo unspecified)	-0.5	53	7%	11%	i	13%	2%	1%	-0.1%	1%
Cn1c(CS/C(N)=N/N=C/c2ccccc2)c(Br)c(=O)n1-c1ccccc1	5.1	66	17%	11%	i	-18%	6%	0%	-0.2%	4%
Cc1ccc(C(=O)Nc2cccnc2)cc1S(=O)(=O)N1CCCCC1	0.6	37	0%	13%	i	-3%	4%	-3%	-0.2%	7%
CCOC(=O)C(C(=O)OCC)c1c([N+](=O)[O-])c(=O)n2c3c(cccc13)CCC2	0.1	49	8%	5%	/	9%	-2%	-4%	-0.1%	-3%
COC(=O)c1ccc(CSc2nnc3c(Cl)cc(Cl)cn23)o1	0.0	51	11%	14%	i	-16%	20%	-1%	-0.1%	7%
CCN(CC(=O)NC(=O)NC1CCCC1)Cc1ccccc1	2.9	57	10%	14%	/	/	/	-4%	/	/
Cc1occc1-c1nnc(SCC(=O)Nc2ccc(F)cc2)n1C	1.4	34	4%	12%	/	-1%	10%	2%	0.5%	8%
N#CC1=C(N)N(c2ccccc2)C(=O)C1	0.8	53	11%	0%	i	-6%	-4%	-4%	0.3%	-12%
Cc1cc(Cl)ccc1NC(=O)CN1CCN(C(=O)c2ccco2)CC1	3.3	51	0%	7%	/	5%	-6%	-4%	-0.1%	-2%
COc1ccc2c(c1OC)C(=O)OC2CC(=O)O (stereo unspecified)	-1.3	88	5%	2%	i	1%	4%	-4%	-0.1%	15%
COc1cc(S(=O)(=O)N2CCC(N3CCCCC3)CC2)ccc1-n1cnnn1	/	/	14%	-4%	i	2%	-3%	-4%	-0.1%	16%
O=C(CCc1ccccc1)NCc1ccncc1	0.3	84	8%	7%	/	11%	-3%	-2%	-0.1%	5%

Source: PubChem (several laboratories)

Rows are unselected. About 1.7% of those tested had a hit in this group.
